# High-throughput results deposited in PubChem by several laboratories.
# L major viab – Leishmania major promastigote growth inhibition. Leishmania major promastigotes, resazurin fluorescence viability. hit rate 9% among 200,000. inhibition, % at 10 µM; in the data active = inhibition above about 50%;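 also: promastigotes grown with compound for 44 hours at 28 °C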
# TNAP inh no acc – inhibitors of human TNAP without phosphate acceptor; purified TNAP, CDP-star luminescence, 30 min; inhibition, % at 20 µM; hit rate 0.26% among 200,000; AID 1012; P05186;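 active = tissue-nonspecific alkaline phosphatase inhibition above about 50% at 20 µM in the single-dose screen, limit read from the data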;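 also: 0% = DMSO negative control and 100% = EDTA positive control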
# S1P3 antagonist – blocks the human S1P3 receptor; CHO S1P3 NFAT-BLA reporter, FRET fluorescence, antagonist mode; inhibition, % at 4.98 µM; hit rate 0.27% among 170,000; AID 485;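 active = inhibition above the plate cutoff, the mean inhibition of test wells on that plate plus 3 SD, cut at about 28% in these data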;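 also: cells challenged with S1P at its EC80 of 0.8 µM; blue over green emission ratio from cleaved BLA substrate after 4 h stimulation; 0% = S1P-stimulated wells and 100% = unstimulated DMSO-only wells; some compounds past the cut are filed as inactive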
# Target sequence (Q99500 whole entry, looked up): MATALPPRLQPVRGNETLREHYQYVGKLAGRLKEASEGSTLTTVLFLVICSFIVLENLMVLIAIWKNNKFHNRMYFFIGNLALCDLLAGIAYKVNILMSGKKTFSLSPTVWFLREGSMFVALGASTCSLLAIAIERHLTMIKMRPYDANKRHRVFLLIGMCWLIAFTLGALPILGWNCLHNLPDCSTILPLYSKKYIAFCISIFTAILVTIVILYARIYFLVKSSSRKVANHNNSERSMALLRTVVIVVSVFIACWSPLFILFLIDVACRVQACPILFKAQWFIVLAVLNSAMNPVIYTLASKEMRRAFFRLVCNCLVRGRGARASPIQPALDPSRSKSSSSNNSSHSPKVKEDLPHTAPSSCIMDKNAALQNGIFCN
# TNAP inh hi DEA – blocks human TNAP under high phosphate acceptor concentration. purified TNAP, CDP-star luminescence, 1 M DEA. inhibition, % at 20 µM. hit rate 0.03% among 200,000;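 active = over 50% inhibition of tissue-nonspecific alkaline phosphatase at 20 µM in the single-dose screen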;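 also: plate controls were DMSO wells for no effect and EDTA-quenched wells as full inhibition for full effect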
# RAM inhibit – yeast RAM network inhibition | S. cerevisiae dse1pr::URA3 reporter, 5-FOA growth OD615, 2 d; analog-sensitive cbk1-as2 kinase mutant strain | inhibition, % at 50 µM | hit rate 1.8% among 190,000 | AID 868;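 active = inhibition above a set limit, 3 SD over mean compound inhibition, cut at about 8.4% in these data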;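 also: 0% = DMSO-only wells with no growth and 100% = 10 µM 1-NA-PP1 full growth; inhibition rescues growth on 5-FOA so higher OD means more RAM inhibition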
# Redox H2O2 prof – compounds producing H2O2 with reducing agent – biochemical, NIH compound library profiling, artefact control for MLSCN library redox annotation, primary screen; DTT-dependent redox cycling H2O2, phenol red/HRP absorbance; 100% = 100 µM peroxide control, 0% = buffer; activation, % at 10 µM; hit rate 0.03% among 200,000; AID 878;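 active = activation of at least 50% relative to the plate's high and low controls in the primary single-dose screen; inactive = activation below 50%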;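 also: compound incubated with DTT at 0.8 mM final as the reducing agent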
# PMI act satM6P – activators of human phosphomannose isomerase at near-saturating mannose 6-phosphate; coupled PMI enzyme assay, resazurin fluorescence, 20 min; active compounds read high; 1 = untreated enzyme, 0 = substrate-free blank; activation factor at 20 µM; AID 1216; hit rate 0.34% among 190,000; P34949;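 active = activation factor of 2 or more at 20 µM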
# Target sequence (P34949 whole entry, looked up): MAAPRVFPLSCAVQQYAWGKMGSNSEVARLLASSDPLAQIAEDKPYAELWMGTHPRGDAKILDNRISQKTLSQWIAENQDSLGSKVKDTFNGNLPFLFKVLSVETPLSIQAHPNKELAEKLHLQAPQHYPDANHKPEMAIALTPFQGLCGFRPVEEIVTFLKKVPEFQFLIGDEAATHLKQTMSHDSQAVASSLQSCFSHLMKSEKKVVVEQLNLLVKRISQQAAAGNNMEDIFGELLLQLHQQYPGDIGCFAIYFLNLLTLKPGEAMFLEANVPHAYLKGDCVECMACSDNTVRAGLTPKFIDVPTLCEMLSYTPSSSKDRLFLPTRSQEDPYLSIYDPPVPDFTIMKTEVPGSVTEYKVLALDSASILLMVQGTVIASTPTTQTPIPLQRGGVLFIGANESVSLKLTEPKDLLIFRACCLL
#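 test system = human PMI in coupled enzyme assay | medium = HEPES-buffered pH 7.4 with magnesium and detergent | also added = 1.0 mM mannose-6-phosphate substrate with 0.22 mM NADP+ | compound = 20 µM single dose | times = 20 min incubation at room temperature | measured by = resorufin fluorescence (Ex 544/Em 590 nm) from resazurin via diaphorase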
# Hsp70 activator – Hsp70 transcriptional activation, primary screen. hit rate 0.04% among 200,000. HeLa Hsp70 promoter luciferase reporter, luminescence; scaled: vehicle 0, proteasome-inhibitor control 100%. AID 1203. activation, % at 10 µM;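 active = activation above the mean across all tested compounds plus 3 SD, cutoff set per campaign, cut at about 5.5% in these data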;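 also: 100% = MG132 at 30 µM as the positive control and 0% = DMSO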
# HMGR II inh – blocks class II HMG-CoA reductase of Enterococcus faecalis; purified E. faecalis HMGR, NADPH absorbance 340 nm kinetic; inhibition, % at 10 µM; hit rate 0.41% among 190,000;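 active = inhibition above a set limit, the median over all tested compounds plus 3 SD, cut at about 9.5% in these data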;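 also: enzyme runs in reverse so mevalonate oxidation gives rising NADPH absorbance; 0% = complete reaction with DMSO and 100% = background rate lacking mevalonate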
# PMI act – activators of human phosphomannose isomerase; activation factor at 20 µM; AID 1214; purified human PMI, coupled resazurin fluorescence, 20 min; active compounds read high; 1 = vehicle control, 0 substrate-free wells; P34949; hit rate 0.005% among 190,000;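 active = activation factor of 2 or more at 20 µM, relative to plate controls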
# The depositor's hits bear a star; / = no result given.
1: CCOC(=O)c1[nH]c(C)c(C(=O)NC)c1C
2: COc1cc(OC)c(N2CC34C=CC(O3)C(C(=O)O)C4C2=O)cc1Cl (centres undefined)
3: Cc1cc(C)nc(Nc2n[nH]c(Cc3ccccc3)n2)n1
4: COCC(N)(c1ccccc1)c1nc2ccccc2n1C (centres undefined)
5: c1cc2c(cc1OCCNC1CCCC1)CCC2
6: O=C(NCc1cccnc1)C(=O)NCC1OCCCN1S(=O)(=O)c1ccc(Cl)cc1 (centres undefined)
7: CC(=O)N1CCc2cc(S(=O)(=O)Nc3ccccc3N3CCN(C)CC3)ccc21
8: CCCN(CC(=O)Nc1ccc(OC)c(OC)c1)CC(=O)Nc1ccc(F)c(F)c1F
Compound	1	2	3	4	5	6	7	8
L major viab	-8.3	-7.1	1.3	-0.3	75.6*	32.7	-0.3	-4.9
TNAP inh no acc	-3.4	-11.4	-78.9	-15.4	-8.5	-4.4	-19.5	4.1
S1P3 antagonist	22.9	-3.3	-1.8	-17.7	8.9	-15.6	-33.0	14.1
TNAP inh hi DEA	1.3	-3.7	-2.0	-7.9	-3.4	-0.6	-7.7	1.4
RAM inhibit	-0.9	1.0	4.0	0.9	0.6	0.6	2.2	0.4
Redox H2O2 prof	-0.4	3.2	-0.3	-0.1	-0.2	0.0	-1.4	0.3
PMI act satM6P	0.9	0.9	1.1	1	1	1	1	0.9
Hsp70 activator	-0.2	-0.1	-0.3	-0.1	-0.1	0.1	-0.4	-0.3
HMGR II inh	-1.7	-1.4	-2.4	-2.6	-0.3	-2.2	-7.7	-2.7
PMI act	0.9	0.9	1.1	1	0.9	1	1	1

9: Cc1ccc(-n2cnc(=O)c3cccnc32)cc1
10: COCc1ccc(C(=O)NC(C)c2cnn(-c3ccccc3C)c2C)o1 (centres undefined)
11: Cc1ccc(N2C(N)=C(C#N)C(c3cccnc3)C3=C2CCCC3=O)cc1 (centres undefined)
12: C=C(C)[C@@H]1CC=C(CN2CCC(N3CCC(C(=O)N4CCCC4)CC3)CC2)CC1
13: COc1ccccc1C(=O)Nc1nc2ccc(S(C)(=O)=O)cc2s1
14: Cc1ccccc1NC(=S)NCC(c1cccnc1)N1CCOCC1 (centres undefined)
15: COc1ccc(C2Nc3ccccc3C(=O)N2c2ccc(Cl)cc2)cc1Cn1cc([N+](=O)[O-])cn1 (centres undefined)
16: O=C(c1cc2ccccc2oc1=O)N1CCN(c2ncccn2)CC1
Compound	9	10	11	12	13	14	15	16
L major viab	-5.9	-8.2	8.4	79.4*	3.3	3.0	53.1*	-4.1
TNAP inh no acc	-3.8	-11.9	-8.6	-2.4	-2.0	-13.5	18.2	3.5
S1P3 antagonist	/	10.8	-15.5	-4.3	-12.3	-10.1	-4.7	/
TNAP inh hi DEA	1.1	-7.9	-4.5	-8.2	2.6	-3.6	-3.2	-0.8
RAM inhibit	0.4	1.1	2.0	2.0	2.3	2.2	3.0	1.4
Redox H2O2 prof	-8.4	-0.2	-3.0	0.7	2.0	-0.1	0.6	0.7
PMI act satM6P	1.1	0.9	0.5	1	1	1.1	1	1.1
Hsp70 activator	0.1	-0.4	0.0	0.0	0.2	-0.3	0.1	0.1
HMGR II inh	-9.7	-3.0	-2.1	-7.0	0.2	-9.2	-4.8	0.0
PMI act	1	1	0.8	1	1	0.9	0.9	1.2

# An excerpt from above in order of heavy-atom count, falling.
15: COc1ccc(C2Nc3ccccc3C(=O)N2c2ccc(Cl)cc2)cc1Cn1cc([N+](=O)[O-])cn1 (centres undefined)
8: CCCN(CC(=O)Nc1ccc(OC)c(OC)c1)CC(=O)Nc1ccc(F)c(F)c1F
6: O=C(NCc1cccnc1)C(=O)NCC1OCCCN1S(=O)(=O)c1ccc(Cl)cc1 (centres undefined)
7: CC(=O)N1CCc2cc(S(=O)(=O)Nc3ccccc3N3CCN(C)CC3)ccc21
11: Cc1ccc(N2C(N)=C(C#N)C(c3cccnc3)C3=C2CCCC3=O)cc1 (centres undefined)
10: COCc1ccc(C(=O)NC(C)c2cnn(-c3ccccc3C)c2C)o1 (centres undefined)
16: O=C(c1cc2ccccc2oc1=O)N1CCN(c2ncccn2)CC1
13: COc1ccccc1C(=O)Nc1nc2ccc(S(C)(=O)=O)cc2s1
3: Cc1cc(C)nc(Nc2n[nH]c(Cc3ccccc3)n2)n1
9: Cc1ccc(-n2cnc(=O)c3cccnc32)cc1
Compound	15	8	6	7	11	10	16	13	3	9
L major viab	53.1*	-4.9	32.7	-0.3	8.4	-8.2	-4.1	3.3	1.3	-5.9
TNAP inh no acc	18.2	4.1	-4.4	-19.5	-8.6	-11.9	3.5	-2.0	-78.9	-3.8
S1P3 antagonist	-4.7	14.1	-15.6	-33.0	-15.5	10.8	/	-12.3	-1.8	/
TNAP inh hi DEA	-3.2	1.4	-0.6	-7.7	-4.5	-7.9	-0.8	2.6	-2.0	1.1
RAM inhibit	3.0	0.4	0.6	2.2	2.0	1.1	1.4	2.3	4.0	0.4
Redox H2O2 prof	0.6	0.3	0.0	-1.4	-3.0	-0.2	0.7	2.0	-0.3	-8.4
PMI act satM6P	1	0.9	1	1	0.5	0.9	1.1	1	1.1	1.1
Hsp70 activator	0.1	-0.3	0.1	-0.4	0.0	-0.4	0.1	0.2	-0.3	0.1
HMGR II inh	-4.8	-2.7	-2.2	-7.7	-2.1	-3.0	0.0	0.2	-2.4	-9.7
PMI act	0.9	1	1	1	0.8	1	1.2	1	1.1	1

1: CCOC(=O)c1[nH]c(C)c(C(=O)NC)c1C
Compound	1
L major viab	-8.3
TNAP inh no acc	-3.4
S1P3 antagonist	22.9
TNAP inh hi DEA	1.3
RAM inhibit	-0.9
Redox H2O2 prof	-0.4
PMI act satM6P	0.9
Hsp70 activator	-0.2
HMGR II inh	-1.7
PMI act	0.9

# Further compounds
17: COc1cccc(-n2c(=S)sc3c(=O)n(-c4ccccc4OC)c(=S)[nH]c32)c1
18: CCc1nnc(NS(=O)(=O)c2ccc(N3C(=O)c4ccc(C(=O)O)cc4C3=O)cc2)s1
19: CCCn1c(NCc2ccccc2NS(=O)(=O)c2ccc(C)cc2)nc2ccccc21
20: COc1ccc(OC)c(C2C=C(c3ccc(C)c(C)c3)Nc3nnnn32)c1 (centres undefined)
21: Fc1ccccc1CN1CCCN(C(=S)Nc2cccc(Cl)c2)C1
22: CCOC(=O)c1c(Cc2ccc(Cl)cc2)c[nH]c1C
23: CC1=CCC2C(=O)N(c3ccc(OC(=O)c4ccco4)cc3)C(=O)C2C1 (centres undefined)
24: C[C@@H]1CN(c2c(F)c(N)c3c(=O)c(C(=O)O)cn(C4CC4)c3c2F)C[C@H](C)N1
Compound	17	18	19	20	21	22	23	24
L major viab	-1.6	-14.2	95.7*	/	86.3*	-7.2	-3.7	/
TNAP inh no acc	-7.5	-6.9	-54.7	-10.3	-5.8	-19.9	-2.1	-5.1
S1P3 antagonist	2.9	2.1	-5.5	-15.3	2.3	9.7	-9.4	7.9
TNAP inh hi DEA	-5.0	-1.8	-3.7	-2.6	-8.6	3.5	-5.6	-1.1
RAM inhibit	5.2	5.3	0.0	2.5	2.6	2.4	-0.5	/
Redox H2O2 prof	-0.1	-1.4	0.3	/	-1.4	0.4	-0.4	/
PMI act satM6P	1.1	1	0.9	1.2	1	0.9	0.9	0.6
Hsp70 activator	0.1	0.3	-0.1	/	-0.2	0.0	-0.2	0.1
HMGR II inh	1.1	-6.4	0.5	-2.4	-3.8	-3.4	-1.8	5.4
PMI act	1.1	1.1	0.7	1.1	0.9	0.9	0.9	0.7

25: O=C(O)c1ccccc1SCc1cn2ccccc2n1
26: CCC(C)[C@@H](C(=O)N1CCNCC1)n1cc(CCCCN)nn1 (some centres undefined)
27: CC(C)(C)NC(=O)CN(CCc1ccccc1)C(=O)c1csnn1
28: CC1CCN(CC(O)COCCC23CC4CC(CC(C4)C2)C3)CC1 (centres undefined)
29: Cn1c(=O)cc(Cl)[nH]c1=O
30: COc1ccc(C(=O)N2CCN(c3ncnc4c(-c5ccccc5)nsc34)CC2)cc1
31: CC#CCN(CC#CC)S(=O)(=O)c1ccc(-n2cnnn2)c(OC)c1
32: O=C1OC(c2ccccc2)=C/C1=C/N1CCCCC1
Compound	25	26	27	28	29	30	31	32
L major viab	3.9	-4.7	-4.4	95.1*	-2.6	-6.1	6.9	5.3
TNAP inh no acc	-12.0	-11.2	-4.8	-11.0	-17.7	-3.4	-8.4	0.5
S1P3 antagonist	-2.4	13.6	-4.0	/	-28.8	/	22.1	-4.0
TNAP inh hi DEA	-2.6	-5.5	-1.2	-2.4	-1.1	-0.6	-5.8	0.6
RAM inhibit	0.7	0.3	-0.8	-0.2	2.1	0.6	0.8	0.2
Redox H2O2 prof	-0.2	0.7	-0.4	-8.8	-1.1	-3.8	2.3	1.9
PMI act satM6P	1	1.2	/	1	1.1	0.8	0.9	0.9
Hsp70 activator	-0.2	0.1	-0.3	-0.2	-0.1	0.2	-0.4	0.2
HMGR II inh	-2.0	-1.5	2.5	4.4	-3.5	-5.1	6.7	2.9
PMI act	0.9	1.1	/	1.1	1.2	0.8	0.9	0.9

33: Cn1c(=O)c(=O)n(C)c2cc(S(=O)(=O)NCCOc3ccccc3)ccc21
34: COc1ccc(NC(=O)CCCn2c(=O)c3sccc3n(Cc3ccccc3)c2=O)cc1
35: CCN(CC)C(=O)C1CC(=O)OC1(C)C (centres undefined)
36: O=C(/C=C/c1c(Cl)cccc1Cl)n1cccn1
37: CCCNC(=O)CCNC(=O)c1ccc(C(C)(C)C)cc1
38: COc1cccc(NC(=S)/C(=C(\[O-])c2ccc([N+](=O)[O-])cc2)[n+]2ccccc2)c1
39: CC(C)C(=O)Nc1ccc(NC(=O)c2cccc(F)c2)cn1
40: Cc1cc(C)c(CN2CCN(Cc3ccc(C)o3)C(CCO)C2)c(-n2cccn2)c1 (centres undefined)
Compound	33	34	35	36	37	38	39	40
L major viab	-1.7	6.0	0.3	-1.1	-2.8	-5.7	2.9	5.1
TNAP inh no acc	-5.1	1.8	-4.2	-6.6	-15.4	-4.4	-8.1	-4.8
S1P3 antagonist	1.9	-6.8	-19.4	/	-13.6	-14.3	4.0	20.7
TNAP inh hi DEA	-0.7	-2.1	-2.1	1.1	-1.1	-1.3	-5.5	-8.0
RAM inhibit	1.6	6.4	0.3	1.9	1.5	4.7	-0.3	0.7
Redox H2O2 prof	-0.8	0.2	0.5	1.0	2.1	0.0	0.5	-1.1
PMI act satM6P	0.9	1	0.9	1	1.1	0.8	0.9	0.9
Hsp70 activator	0.1	-0.1	-0.1	0.0	-0.3	-0.1	0.0	-0.3
HMGR II inh	2.6	1.4	-3.9	-0.2	-3.3	6.8	-1.4	-4.6
PMI act	1	0.9	0.9	1	1	1	1	0.8
